V1aR counter: activates human V1a receptor in oxytocin agonist counter-screen; P37288; CHO-V1R cells, Fluo-8 calcium fluorescence, agonist mode; 0% DMSO, 100% 3 nM vasopressin; activation, % at 3 µM; AID 2797; 0.25% of 320,000 active;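 active = activation above the mean activation of all tested compounds plus 3 SD, per screening run, cut at about 20% in these data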;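 also: signal is peak over basal fluorescence ratio across a 100 second FLIPR read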
NS3 helicase inh: inhibitors of Hepatitis C virus NS3 helicase | AID 1800 | inhibition, % at 10.9 µM | 0.56% of 290,000 active | NS3 helicase DNA unwinding, Cy5 molecular beacon fluorescence;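 active = inhibition above the mean of all tested compounds plus 3 SD, set per campaign, cut at about 35% in these data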;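 also: 0% = DMSO wells and 100% = thioflavine S control wells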
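System: NS3 helicase fragment of HCV / Schedule: 1 h at 25 °C / Control set: DMSO alone as 0% and 110 µM thioflavine S as 100% / Reagent: Cy5/quencher beacon DNA duplex and ATP to start / Technique: Cy5 fluorescence / Replication: singlicate / Evaluation: % inhibition of end-to-start signal ratio versus controls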
VIM-2 inh: inhibitors of Pseudomonas aeruginosa VIM-2 metallo-beta-lactamase. purified VIM-2, nitrocefin hydrolysis, epi-absorbance fluorescence. inhibition, % at 5.6 µM. 0.89% of 290,000 active;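 active = inhibition above the mean of all tested compounds plus 3 SD, cutoff set per screening run, cut at about 7.5% in these data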;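 also: red hydrolysis product quenches plate fluorescence so inhibitors raise well fluorescence; 0% = enzyme with DMSO and 100% = DMSO without enzyme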
PHOSPHO1 block: PHOSPHO1 (human) inhibition; 1.1% of 290,000 active; recombinant PHOSPHO1, absorbance phosphatase assay; AID 1565; inhibition, % at 13.3 µM; in the data active = inhibition above about 60%
OXTR ag: agonists of human oxytocin receptor. activation, % at 3 µM. CHO-OTR cells, Fluo-8 calcium fluorescence; normalized: DMSO 0%, oxytocin 100%. P30559. 0.32% of 320,000 active. AID 2435;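 active = activation above the mean of all tested compounds plus 3 SD, cutoff set per screening run, cut at about 20% in these data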;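 also: peak over basal fluorescence ratio from a 100 s FLIPR kinetic read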
Target sequence (P30559 whole entry, looked up): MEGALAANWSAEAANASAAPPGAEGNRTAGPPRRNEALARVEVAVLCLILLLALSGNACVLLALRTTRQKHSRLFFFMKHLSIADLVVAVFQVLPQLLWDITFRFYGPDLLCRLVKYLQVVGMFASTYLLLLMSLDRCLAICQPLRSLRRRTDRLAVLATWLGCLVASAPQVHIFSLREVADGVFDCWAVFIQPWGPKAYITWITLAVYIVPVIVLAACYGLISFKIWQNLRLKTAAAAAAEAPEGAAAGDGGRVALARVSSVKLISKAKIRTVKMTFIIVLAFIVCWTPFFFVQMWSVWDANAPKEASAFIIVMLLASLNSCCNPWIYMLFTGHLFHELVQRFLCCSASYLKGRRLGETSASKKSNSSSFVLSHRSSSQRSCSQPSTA
FID counter: displaces DNA intercalator in HCV helicase counter-screen. DNA fluorescent intercalator displacement, fluorescence. inhibition, % at 7.9 µM. 0.17% of 290,000 active. AID 1845; in the data active = inhibition above about 37%;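 also: 0% = vehicle and 100% = reference compound; higher means more ethidium bromide displaced from hairpin DNA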
GPR7 antagonist: human neuropeptides B/W receptor 1 antagonism | P48145 | GPR7-expressing cells, fluorescence antagonist assay | inhibition, % at 4.4 µM | 1.1% of 290,000 active | AID 1861; in the data active = inhibition above about 16%, passing the limit was not always enough;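 also: cells stimulated with the agonist NPW; 0% = agonist with vehicle and 100% = vehicle without agonist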
Target sequence (P48145 whole entry, looked up): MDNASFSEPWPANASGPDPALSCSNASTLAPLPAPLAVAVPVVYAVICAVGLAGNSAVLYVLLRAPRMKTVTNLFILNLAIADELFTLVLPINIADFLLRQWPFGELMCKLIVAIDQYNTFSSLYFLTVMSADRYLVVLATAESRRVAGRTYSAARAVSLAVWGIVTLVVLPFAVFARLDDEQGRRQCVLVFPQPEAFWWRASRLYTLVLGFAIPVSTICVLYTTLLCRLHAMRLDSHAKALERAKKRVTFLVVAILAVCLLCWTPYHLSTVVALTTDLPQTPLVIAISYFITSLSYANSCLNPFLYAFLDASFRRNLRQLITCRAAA
IMP-1 inhibitor: inhibitors of Pseudomonas aeruginosa IMP-1 metallo-beta-lactamase | purified IMP-1, nitrocefin hydrolysis, epi-absorbance fluorescence | inhibition, % at 5.6 µM | 0.45% of 290,000 active | AID 1556;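 active = inhibition above the mean plus 3 SD of all compounds in the same screening run, cut at about 4.5% in these data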;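 also: 0% = IMP-1 with DMSO and 100% = DMSO wells lacking enzyme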
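System: Purified IMP-1 | Read-out basis: Percent enzyme inhibition | Controls: IMP-1 with DMSO as 0%, enzyme-free DMSO as 100% | Replicates: One well per compound | Doses: 5.6 µM nominal single concentration | Detection: Epi-absorbance fluorescence, 480 nm excitation, 530 nm emission | Incubation: 25 °C, 15 min preincubation, 25 min reaction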
GalR3 antag: human GalR3 antagonism. O60755. HEK293 GalR3-CNG cAMP membrane potential fluorescence; galR3 body fused to GalR1 C-terminus. inhibition, % at 3 µM. 0.44% of 360,000 active;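 active = inhibition above the screen-wide average plus 3 SD, cut at about 13% in these data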;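 also: forskolin and galanin both at EC90 stimulate the cells; cAMP rise reported by CNG channel membrane potential dye signal; 0% = forskolin plus galanin with DMSO and 100% = forskolin alone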
Target sequence (O60755 1-299 limits assumed): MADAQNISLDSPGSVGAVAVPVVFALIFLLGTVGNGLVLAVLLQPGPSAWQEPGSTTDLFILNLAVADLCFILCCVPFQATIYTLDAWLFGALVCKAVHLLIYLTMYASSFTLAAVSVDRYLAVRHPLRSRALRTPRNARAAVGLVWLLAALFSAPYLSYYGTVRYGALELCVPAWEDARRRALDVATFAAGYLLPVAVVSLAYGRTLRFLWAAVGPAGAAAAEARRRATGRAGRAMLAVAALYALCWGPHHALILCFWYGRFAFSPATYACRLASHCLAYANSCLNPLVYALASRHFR
An asterisk follows results filed as active; · = not tested or not shown.

The line under a structure holds: OXTR ag | NS3 helicase inh | IMP-1 inhibitor | GPR7 antagonist | VIM-2 inh | V1aR counter | FID counter | PHOSPHO1 block | GalR3 antag
- CC(C)Cn1c(N)c(C(=O)COC(=O)c2c(F)cccc2F)c(=O)n(C)c1=O
  8.7 | -9 | -3.1 | 3 | -3.4 | 14 | -13 | 29 | -8
- COc1cccc(N(C(=O)CNC(=O)c2ccco2)C(C(=O)NC2CCCC2)c2cccnc2)c1 (stereo unspecified)
  1.3 | 0 | -0.5 | -12 | 0.8 | 1.0 | -32 | 24 | -7
- Cc1ccc(C2/C(=C(/O)c3ccc4c(c3)CC(C)O4)C(=O)C(=O)N2CCCn2ccnc2)cc1 (stereo unspecified)
  -0.2 | -10 | -1.7 | 1 | -1.8 | -0.2 | -36 | 12 | -5
- c1cc2[nH]snc2c2nc(C3CC3)nc12
  -1.4 | 0 | -3.4 | -6 | 0.3 | -1.4 | -1 | -6 | -4
- Cc1ccc2c(c1)N(CC(=O)NC1CCCCC1C)C(=O)CO2 (stereo unspecified)
  -0.5 | 1 | -3.2 | -6 | -3.5 | -0.2 | -4 | 16 | -6
- Cc1ccc(S(=O)(=O)N2CCCOC2)cc1
  -0.2 | 2 | 0.0 | 2 | -0.3 | 0.1 | -3 | -6 | -5
- COc1ccc(OC)c(S(=O)(=O)NCCc2cn3ccsc3n2)c1
  -0.3 | -2 | -1.2 | -10 | -2.9 | -0.6 | -5 | -5 | ·
- COc1ccccc1N1CCN(c2ccc([N+](=O)[O-])nc2)CC1
  -0.9 | -3 | -4.6 | -2 | -1.6 | -0.2 | 3 | 32 | -7
- O=C(CCC(=O)N1CCOc2ccccc21)N1CCCCC1
  1.2 | 2 | -2.7 | -6 | -1.7 | 0.5 | -12 | 28 | ·
- C=CCNC(=S)Nc1nc2c(cc1C(=O)OCC)COC(C)(C)C2
  -0.1 | -1 | -3.2 | -16 | -1.3 | 0.8 | -6 | 37 | -6
- CCOc1cccc2c1OC1(C)CC2NC(=O)N1c1cccc(C(=O)NCc2ccccn2)c1 (stereo unspecified)
  -0.2 | 7 | -3.5 | -10 | -4.1 | -0.2 | -38 | 44 | -5
- COc1ccc(Cn2c(=O)sc3ccccc3c2=O)cc1
  · | -3 | -4.1 | 2 | -2.3 | · | 3 | 24 | -4
- O=c1[nH]cnc2ccsc12
  -0.9 | 3 | -2.4 | -1 | -0.7 | 0.7 | -2 | -16 | 1
- O=c1oc(/C=C/c2ccccc2)nc2ccccc12
  · | 7 | -4.5 | 6 | -3.8 | · | -12 | 32 | -6
- O=C(COc1ccccc1Br)N1CCN(C(=O)c2ccco2)CC1
  1.7 | 20 | -5.1 | -14 | -5.2 | 1.5 | -18 | 37 | -4
- CC(=O)c1ccc(-c2nnc(CCC(=O)N(C)Cc3cccc4cnccc34)o2)s1
  -0.5 | -4 | -2.1 | -7 | -0.6 | 6.5 | -8 | 47 | -3
- CCN1CCN(c2ccc(S(=O)(=O)N3CCCCC3)cc2NC(=O)/C=C/c2cc(OC)ccc2OC)CC1
  4.8 | -49 | -3.0 | -6 | -1.6 | 1.4 | 26 | 37 | 1
- Cc1ccc(NC(=O)Nc2c(Cl)cccc2Cl)cn1
  0.8 | 3 | -0.7 | -7 | -0.8 | 0.3 | -18 | 37 | -2
- O=C(CSc1ccccc1)Nc1cccc(S(=O)(=O)N2CCCC2)c1
  -1.2 | -9 | -2.2 | -5 | -0.4 | 2.4 | -7 | -5 | -8
- CCc1ccc(NC(=O)c2cc(C)nn2-c2ccccc2)cc1
  -2.0 | 5 | -1.4 | -10 | -2.3 | 0.0 | -29 | 6 | -12
- CCCOC(=O)Nc1cc(OC)c(Cl)cc1OC
  -2.0 | -2 | -1.5 | -1 | -2.3 | -1.2 | -3 | -18 | -4
- NC(=O)CSc1nnc(-c2cccc(S(=O)(=O)N3CCOCC3)c2)n1C1CCCCCC1
  0.1 | 5 | -4.8 | 1 | -3.9 | -0.1 | -13 | 5 | 0
- Cc1nnc(NC(=O)C2(c3ccccc3)CCOCC2)s1
  2.1 | 8 | -6.5 | -13 | -2.6 | 0.3 | 4 | -20 | -2
- Cc1ccc(N(Cc2cc(=O)[nH]c3ccccc23)C(=O)CCl)c(C)c1
  -0.6 | 3 | -2.1 | -3 | -0.8 | 0.3 | -24 | 38 | -10
- COCCNC(=O)C1CC(=O)N(CCc2ccccc2)C1 (stereo unspecified)
  2.0 | 3 | -4.2 | -7 | -1.5 | 0.1 | 6 | -21 | 8
- COc1cccc(/C=C/C(=O)c2ccc(C)c([N+](=O)[O-])c2)c1
  -0.5 | -8 | -2.8 | 3 | 0.1 | 0.7 | 3 | -6 | -4
- CSc1ccc(CN2CCC(O)CC2)cc1
  · | -2 | -1.4 | 1 | -2.3 | · | 4 | · | ·
- O=C(c1ccc(CS(=O)Cc2ccccc2Cl)o1)N1CCN(c2cccc(Cl)c2)CC1 (stereo unspecified)
  6.0 | -6 | -2.9 | -2 | -5.0 | 8.9 | -58 | 55 | -5
- O=C1OC(CO)CN1Cc1ccccc1 (stereo unspecified)
  0.7 | 0 | -4.3 | -5 | -2.9 | 0.3 | -1 | 31 | -11
- CCOC(=O)c1ccc(N/C=C/C(=O)c2ccccc2)cc1
  -0.1 | -9 | -1.9 | -7 | 0.5 | 0.8 | -10 | 24 | -4

Limited to PHOSPHO1 block and IMP-1 inhibitor, for some of the entries so far:
canonical_smiles,PHOSPHO1 block,IMP-1 inhibitor
COc1ccc(Cn2c(=O)sc3ccccc3c2=O)cc1,24,-4.1
O=c1[nH]cnc2ccsc12,-16,-2.4

Returning to the listing with the 2 entries that preceded the break.
The line under a structure holds: OXTR ag | NS3 helicase inh | IMP-1 inhibitor | GPR7 antagonist | VIM-2 inh | V1aR counter | FID counter | PHOSPHO1 block | GalR3 antag
- O=C1OC(CO)CN1Cc1ccccc1 (stereo unspecified)
  0.7 | 0 | -4.3 | -5 | -2.9 | 0.3 | -1 | 31 | -11
- CCOC(=O)c1ccc(N/C=C/C(=O)c2ccccc2)cc1
  -0.1 | -9 | -1.9 | -7 | 0.5 | 0.8 | -10 | 24 | -4
- Cc1ccccc1C(=O)c1cccn1CC(=O)NC(C)CCc1ccccc1 (stereo unspecified)
  -2.1 | -10 | -2.5 | -9 | -4.2 | -1.1 | -48 | 55 | -6
- COc1cc(C(=O)Nc2ccc(NC(=O)C(C)C)nc2)cc(OC)c1OC
  0.1 | · | · | · | · | 0.9 | · | -7 | -3
- C=CCn1c(=O)c(C(=O)NCc2ccc(Cl)cc2)c(O)c2ccccc21
  · | -2 | -3.0 | -34 | -2.9 | · | -1 | -1 | -4
- CC(C)(C)NCCCCOc1ccccc1F
  1.2 | 1 | -3.2 | -3 | -2.8 | 1.3 | -2 | -51 | -6
- O=C(CN1CCSCC1)N/N=C/c1ccc(F)cc1F
  1.0 | 1 | -1.6 | 7 | -1.1 | 0.9 | 3 | 4 | -4
- O=C(Nc1ccc(N2CCOCC2)c(Cl)c1)c1ccccc1Cl
  0.6 | -2 | -2.1 | -6 | -3.1 | 0.7 | -9 | 24 | -4
- CCc1cc2cc(C)cc(C)c2nc1SCC(=O)N1CCN(C(=O)c2ccco2)CC1
  -1.0 | 8 | -3.5 | -8 | -2.1 | 5.6 | -5 | 9 | 0
- CCOC(=O)Cn1c(SC)nc2sc3c(c2c1=O)CC(C)(C)OC3
  -1.0 | 2 | -1.3 | -3 | -2.1 | -0.3 | -5 | -3 | -4
- O=C(CCN1CCc2ccccc2C1)Nc1cccc(F)c1
  2.6 | -2 | -0.4 | 10 | -4.2 | 1.7 | 8 | -10 | -1
- C(=N\n1cnnc1)/c1cccc(Oc2ccccc2)c1
  2.0 | -2 | -3.2 | -8 | -2.8 | 0.9 | -6 | -32 | -6
- Cc1ccc(CN2CC(C(=O)Nc3ccncc3)CC2=O)cc1 (stereo unspecified)
  0.2 | -3 | -0.5 | 3 | 0.1 | -0.5 | -5 | -5 | -2
- FC(F)(F)c1cnc2c(c1)Nc1ccccc1S2
  -2.0 | 3 | 2.0 | -6 | 0.1 | -0.9 | 3 | 0 | -4
- O=C(CN1CCN(Cc2ccccc2Cl)CC1)N/N=C/C=C/c1ccco1
  2.1 | -12 | -3.2 | -7 | -3.5 | 0.6 | -15 | 12 | -4
- COc1ccc(/C=C/C(=O)Oc2cccc(/C=N/NC(=O)c3cccc(F)c3)c2)cc1
  1.6 | 6 | -0.9 | 18* | -4.2 | 1.9 | -3 | 50 | -4
- Cc1ccc(CN2CCCN(Cc3ccc(F)cc3Cl)S2(=O)=O)cc1
  2.9 | 1 | -1.1 | 0 | -2.0 | 3.9 | -12 | 38 | -12
- CCCCN(C(=O)c1cccc(S(=O)(=O)N2CCN(Cc3ccccc3)CC2)c1)c1ccccc1
  -1.0 | -17 | -2.2 | -7 | -4.9 | 0.6 | -30 | 34 | 0
- Cc1ccc(C)n1-c1ccc(C(=O)N2CCOCC2)cc1
  0.2 | 6 | 0.3 | 4 | 1.5 | 0.3 | -15 | -7 | -7
- COc1ccnc2c1c(=O)n(Cc1ccc(F)cc1)c(=O)n2C
  -0.2 | 3 | -0.6 | -9 | -0.3 | 0.3 | -5 | 36 | 3
- O=C(Nc1cc(C(F)(F)F)ccc1Cl)c1cccnc1
  -0.9 | 1 | -0.8 | -11 | -0.9 | 0.8 | -1 | 29 | -9
- Cc1ccc(NC(=O)COc2ccc(CCO)cc2-n2nc3ccccc3n2)cc1C
  -1.2 | 20 | -0.8 | -10 | -2.2 | -0.1 | -20 | -3 | -4
- CN(C)c1ccc(CNn2cnnc2SCc2ccccc2F)cc1
  0.5 | 3 | -4.7 | 8 | -1.9 | 0.5 | -25 | 20 | -6
- Cc1c(C(=O)Nc2ccc(OC(F)(F)F)cc2)sc2nc3n(c(=O)c12)CCC3
  13 | -7 | -2.2 | 3 | -4.2 | 11 | -2 | 42 | -4
- O=C(CCN1CCCCO1)N1CCCC(Nc2ccc(F)c(F)c2)C1 (stereo unspecified)
  -0.1 | -1 | -1.5 | 3 | -1.1 | -0.4 | -10 | 23 | -4
- Cc1ccc(CNS(=O)(=O)NCc2cccs2)cc1
  -2.5 | 4 | -1.0 | -9 | -1.6 | -1.2 | 1 | 36 | -2
- O=C(Cc1ccc(-c2ccccc2)cc1)NNC(=S)NCc1ccco1
  3.0 | 2 | -3.3 | -6 | -4.9 | 1.2 | -17 | 6 | -1
- c1ccc(CC2CCN(C3=Nc4cccc5cccc3c45)CC2)cc1
  4.8 | -19 | -1.0 | 17 | 0.6 | 7.6 | 9 | 22 | ·

Assay outcomes deposited in PubChem by several laboratories.
